M1 ag parental – counter-screen for M1 agonists: effect in parental CHO-K1 cells. Fluo-8 calcium fluorescence; scaled to maximal ATP response, vehicle zero. activation, % at 3 µM. 360,000 compounds, 0.48% hits. AID 602248; in the data active = activation above about 15%;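 also: untransfected CHO-K1 host cells lacking M1 receptor as counterscreen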
M1 ag – human M1 muscarinic receptor agonism | P11229 | CHO-K1 hM1, Fluo-8 calcium fluorescence, agonist mode; 0% DMSO, 100% acetylcholine EC100 | activation, % at 3 µM | 360,000 compounds, 0.33% hits | AID 588814;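 active = activation above the run's mean compound activation plus 3 SD, cut at about 16% in these data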;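 also: peak over basal fluorescence ratio within a 140 s kinetic read after compound addition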
Target sequence (P11229 whole entry, looked up): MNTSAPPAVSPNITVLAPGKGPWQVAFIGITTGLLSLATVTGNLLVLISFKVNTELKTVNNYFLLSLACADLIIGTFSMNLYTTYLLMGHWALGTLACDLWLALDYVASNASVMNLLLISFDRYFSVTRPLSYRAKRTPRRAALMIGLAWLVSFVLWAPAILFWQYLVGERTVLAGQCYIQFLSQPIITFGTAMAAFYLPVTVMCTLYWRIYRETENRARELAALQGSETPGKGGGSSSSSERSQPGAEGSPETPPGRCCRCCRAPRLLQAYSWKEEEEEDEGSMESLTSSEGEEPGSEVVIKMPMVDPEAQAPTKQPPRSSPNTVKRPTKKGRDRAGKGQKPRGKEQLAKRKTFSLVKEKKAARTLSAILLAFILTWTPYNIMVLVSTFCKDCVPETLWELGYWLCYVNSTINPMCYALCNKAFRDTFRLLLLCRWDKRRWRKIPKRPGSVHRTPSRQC
TAAR1 agonist – human TAAR1 agonism. Q96RJ0. CHO RD-HGA16 TAAR1, Fluo-8 calcium fluorescence; vehicle wells 0%, saturating PEA agonist 100%. activation, % at 3 µM. 360,000 compounds, 0.99% hits;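 active = activation above the mean activation of all test compounds in the run plus 3 SD, cut at about 38% in these data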
Target sequence (Q96RJ0 whole entry, looked up): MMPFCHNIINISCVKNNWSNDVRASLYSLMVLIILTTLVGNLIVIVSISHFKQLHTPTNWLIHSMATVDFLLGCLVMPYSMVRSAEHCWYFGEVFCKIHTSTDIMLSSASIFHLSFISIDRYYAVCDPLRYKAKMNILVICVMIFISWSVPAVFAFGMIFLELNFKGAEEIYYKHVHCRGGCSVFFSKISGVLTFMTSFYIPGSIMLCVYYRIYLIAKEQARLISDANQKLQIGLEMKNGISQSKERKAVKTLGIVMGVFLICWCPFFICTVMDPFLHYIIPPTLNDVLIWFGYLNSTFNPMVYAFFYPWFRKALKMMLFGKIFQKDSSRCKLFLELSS
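Test system: RD-HGA16 (CHO) cells co-expressing Gα16 and hTAAR1; dosing: one-point dosing at 3 µM (nominal); timing: 17-24 h seeding, 75 min 37 °C dye, 30 min RT; signal: kinetic Fluo-8 calcium fluorescence; read-out basis: % activation relative to PEA EC100 response; controls: DMSO and PEA EC100; replicates: n 1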
CHRM1 PAM – potentiates human M1 receptor response to acetylcholine. CHO-K1 hM1, Fluo-8 calcium fluorescence, ACh EC20; 0% = ACh EC20, 100% = maximal ACh. 360,000 compounds, 0.088% hits. activation, % at 3 µM; in the data active = activation above about 19%, passing the limit was not always enough
CHO-K1 Ca antag – nonselective inhibitor or artifact in parental CHO-K1 cells; 360,000 compounds, 0.6% hits; AID 602250; ATP-induced calcium, Fluo-8 fluorescence; inhibition, % at 3 µM;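 active = inhibition above a per-plate cutoff, the plate's mean sample inhibition plus 3 SD, cut at about 24% in these data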;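 also: 0% = DMSO plus EC80 ATP and 100% = DMSO alone without ATP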
TAAR1 antagonist – antagonists of human TAAR1; AID 624466; 360,000 compounds, 1.5% hits; CHO RD-HGA16 TAAR1, Fluo-8 calcium fluorescence, antagonist; inhibition, % at 3 µM; Q96RJ0;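 active = inhibition above a per-plate cutoff, the mean inhibition of test compounds on that plate plus 3 SD, cut at about 49% in these data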;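 also: 0% = DMSO plus EC80 beta-PEA response and 100% = DMSO alone without agonist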
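test system = CHO RD-HGA16 cells bearing hTAAR1 | replication = singlicate | controls = DMSO-only wells and EC80 β-PEA-stimulated wells | reagent = EC80 β-phenethylamine stimulus | read-out basis = percent inhibition of PEA-evoked calcium signal, max/basal emission ratio | schedule = seeding 17-24 h prior, 75-min 37 °C, 30-min RT dye loading | signal = kinetic Fluo-8 calcium fluorescence measurement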
CHO parental Ca – signal in parental CHO cells, OX1R antagonist counter-screen | parental CHO-K1, ATP-induced calcium, Fluo-8 fluorescence | inhibition, % at 5.6 µM | 330,000 compounds, 0.63% hits | AID 463079;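 active = inhibition above that plate's mean sample inhibition plus 3 SD, cut at about 26% in these data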;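 also: 0% = ATP-challenged DMSO wells and 100% = DMSO wells without ATP; some compounds past the cut are filed as inactive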
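test system = CHO parental line | reagent = ATP stimulus | measured by = intracellular calcium via Fluo-8 no-wash fluorescent dye | control set = ATP and no-ATP DMSO wells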
M1 antag – blocks human M1 muscarinic receptor | P11229 | CHO-K1 hM1, Fluo-8 calcium fluorescence, ACh EC80 antagonist | inhibition, % at 3 µM | 360,000 compounds, 1.3% hits | AID 588852;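 active = percent inhibition above its own plate's cutoff, namely the mean of that plate's compound wells plus 3 SD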;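 also: peak over basal fluorescence ratio during 140 s after agonist addition; 0% = ACh EC80 plus DMSO and 100% = DMSO alone without agonist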
M1 PAM parental – nonselective activator or artifact in parental CHO-K1 calcium assay; 360,000 compounds, 0.02% hits; AID 602247; activation, % at 3 µM; ATP EC20, Fluo-8 calcium fluorescence; 0% at ATP EC20, 100% at ATP max;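 active = activation above the run cutoff, the mean activation of all test compounds plus 3 SD, cut at about 40% in these data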;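 also: peak over basal fluorescence ratio in a 140 s read after ATP addition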
* marks the source's active call; other numbers are inactive results; · = no result given.

SMILES | M1 ag parental | M1 ag | TAAR1 agonist | CHRM1 PAM | CHO-K1 Ca antag | TAAR1 antagonist | CHO parental Ca | M1 antag | M1 PAM parental
COC(=O)CSC(=S)N1C(C)CCCC1C (stereo not given) | 1.5 | -6 | 0 | 5 | -14 | 3 | 6 | -12 | 10
CC1(c2ccc(Cl)cc2Cl)OCC(Cn2ccnc2)O1 (stereo not given) | 0.5 | -4 | 14 | -4 | -2 | -16 | -25 | 9 | 4
CN(C)c1ccc(NC(=O)/C=C/c2c(Cl)cccc2Cl)cc1 | -0.1 | -6 | 2 | 1 | 5 | -17 | -4 | -6 | 3
O=C1CC(c2ccc(O)c(O)c2)Oc2cc(O)cc(O)c21 (stereo not given) | 0.0 | 2 | 1 | 15 | 12 | 11 | -1 | -11 | -12
c1ccc(CN(Cc2ccccc2)c2c3c(nc4ncnn24)CCC3)cc1 | 2.3 | -6 | 11 | -5 | -4 | -35 | -19 | 5 | 21
CCN(CC(=O)Nc1c(F)cccc1F)C(=O)CN1C(=O)c2ccccc2C1=O | 1.2 | -4 | 1 | -1 | -4 | -9 | -4 | 6 | 12
O=C(CSc1nnnn1-c1ccc(O)cc1)c1ccc(F)cc1 | 3.5 | 2 | 5 | 5 | -5 | 9 | -4 | -9 | 19
COCc1cc(=O)n2[nH]c(C)cc2n1 | 0.0 | -1 | 2 | 4 | -6 | -16 | -4 | 0 | 19
NC(=O)c1ccc(NC(=O)COC(=O)c2cc3ccccc3cc2O)cc1 | 0.8 | 5 | 1 | 22 | -8 | 8 | -3 | -24 | 18
COC(=O)C1(Cc2ccc(O)c(CC3OC3(C)C)c2)OC(=O)C(O)=C1c1ccc(O)cc1 (stereo not given) | 0.4 | -1 | 1 | 5 | -6 | -18 | 5 | -1 | 17
CC1CCCCC12NC(=O)N(CC(=O)NC(=O)Nc1ccc3c(c1)OCCO3)C2=O (stereo not given) | 0.6 | -3 | 7 | -1 | 1 | -1 | -27 | -10 | -4
CC(=O)N1CCN(C2=NC(=O)/C(=C/c3ccc(OS(=O)(=O)c4ccccc4)cc3)S2)CC1 | 3.0 | -1 | 13 | -5 | -13 | 9 | -8 | 7 | 8
CCOC(=O)c1c(NC(=O)C2CCCCC2C(=O)O)sc2c1CCCCC2 (stereo not given) | 0.0 | -2 | 4 | 18 | -23 | 17 | -9 | -19 | 5
Cc1cc(C)cc(NC(=O)c2ccc(CNc3c(N4CCOCC4)c(=O)c3=O)cc2)c1 | -0.3 | -7 | 0 | 0 | 2 | 5 | -7 | -2 | 7
Cc1ccc2c(c1)c(CC(=O)Nc1ccc(C)c(F)c1)c(C(=O)O)n2C | -0.3 | -3 | 0 | -9 | -4 | -18 | 1 | 6 | 0
COc1ccc(O)c(/C=N/NC(=O)c2cc(=O)[nH]c3ccccc23)c1 | 0.1 | -5 | 2 | 5 | -4 | -1 | 6 | -10 | 18
O=C(NCC1CCN(Cc2ccccc2Cl)CC1)Nc1ccccc1F | 1.3 | -8 | 1 | -3 | -8 | 11 | -13 | -1 | -7
CCOc1ccc(-n2c(=O)c3c4c(sc3n(CC(=O)NCC3CCCO3)c2=O)CCC4)cc1 (stereo not given) | -0.5 | -2 | 1 | 2 | -9 | -4 | -15 | -3 | 17
CC(C)NC(=O)c1ccc(Cl)cc1Cl | 14 | -11 | 7 | 10 | 10 | -3 | -3 | -5 | 18
O=C(N/N=C/c1ccc([N+](=O)[O-])o1)C(=O)Nc1ccc(C(=O)O)cc1 | 0.0 | 0 | -2 | 13 | -7 | -12 | -3 | -21 | 22
CCOC(=O)c1nnn(CC(=O)NC(=O)Nc2cccc(CC)c2)c1C(=O)OCC | 3.7 | 0 | 6 | -2 | -11 | -16 | -4 | 7 | 25
Cc1ccncc1CNC(=O)c1ccccc1 | 0.1 | -2 | 0 | 1 | -10 | 4 | · | -2 | 13
CN(C)S(=O)(=O)c1ccc(Cl)c(NC(=O)COC(=O)/C=C/c2ccc(S(=O)(=O)N3CCOCC3)cc2)c1 | 4.1 | -4 | 5 | -2 | 7 | 5 | 0 | 1 | 5
NC(=O)c1c(NC(=O)c2ccncc2)sc2c1CCCC2 | 1.3 | -5 | 9 | 8 | -4 | -4 | -11 | -1 | 5
O=c1[nH]c(-c2ccccc2)c(-c2ccccc2)o1 | 0.6 | -5 | -1 | 14 | -9 | -2 | -2 | -19 | 10
CCc1ccccc1N(CC(=O)N1CCc2ccccc2C1)S(C)(=O)=O | 0.8 | -7 | 10 | 9 | -6 | -8 | -24 | -10 | 14
C[C@H](NC(=O)c1ccccc1)C(=O)OCC(=O)Nc1ccc(Cl)cn1 | 0.4 | -2 | 1 | -5 | 12 | -4 | · | -5 | 8
CC(C)(C)NC(=O)COc1ccc(CNn2nnnc2N)cc1 | 0.4 | -1 | 6 | 7 | 3 | 1 | -4 | 5 | 7
CCCCCn1c(=O)[nH]c2cc(C(=O)NCCCN(CC)CC)ccc2c1=O | -0.4 | -5 | 5 | -3 | 21 | -2 | -1 | 7 | -7
COc1ccc2[nH]c3c(c2c1)CCN1C(=O)C(CC(=O)NCCCN(C)C)C[C@H](C(=O)N(C(C)C)C(C)C)[C@@]31C (stereo not given in full) | 0.5 | -5 | 1 | 7 | -9 | -4 | -8 | -13 | 8
COC(=O)CCC(=O)Nc1cc(S(=O)(=O)Nc2ccc(Cl)cc2)ccc1N1CCOCC1 | 0.2 | -3 | 10 | 0 | -6 | -53 | -9 | 3 | 10
Cc1ccc(NC(=S)Nc2cccnc2)c(S(=O)(=O)N2CCCCC2)c1 | 3.5 | 0 | 10 | 0 | -3 | 30 | 3 | 10 | 4
O=C(O)C1C2CCCCC2=C2CCCCC2C1C(=O)O (stereo not given) | 0.3 | -5 | 3 | 10 | -1 | -11 | -11 | -7 | 13
CCN(CC(=O)NCc1cccs1)C(=O)c1cccc(S(=O)(=O)Nc2ccc(F)cc2)c1 | 0.8 | 0 | 4 | 16 | -17 | 3 | · | -11 | 12
Oc1ccc(C23CCCC2C2(CCCC2)c2ccc(O)cc2O3)c(O)c1 (stereo not given) | 24* | 40* | 71* | -19 | 7 | 99* | 75* | 38* | 1
Cc1ccccc1NC(=O)C1c2ccccc2Oc2ccccc21 | 0.7 | -9 | 2 | 5 | -7 | 0 | -2 | -2 | 14
COc1ccc(S(=O)(=O)N2CCCC(C(=O)Nc3cccc(C(C)=O)c3)C2)cc1 (stereo not given) | 1.6 | -2 | 8 | 6 | -6 | 16 | -22 | -46 | 10
O=C(Nc1ccc(Cl)c(-c2nc3ccccc3[nH]2)c1)c1cccnc1 | 7.8 | -1 | 15 | -1 | -33 | 30 | -10 | 3 | 20
CC(C)(C)NC(=O)C1CCN(C(=O)c2ccco2)CC1 | -0.2 | -3 | 1 | 4 | -8 | 3 | -7 | -11 | -10
O=C(COC(=O)c1cc(-c2cccs2)nc2ccccc12)NCc1ccco1 | 1.6 | -3 | 7 | 4 | 2 | 21 | -12 | -3 | 13

Shown as a hit in M1 antag, among the entries above:
SMILES	CHRM1 PAM	M1 antag
Oc1ccc(C23CCCC2C2(CCCC2)c2ccc(O)cc2O3)c(O)c1 (stereo not given)	-19	38*

Back to the main list with the 2 entries that preceded the break.
SMILES | M1 ag parental | M1 ag | TAAR1 agonist | CHRM1 PAM | CHO-K1 Ca antag | TAAR1 antagonist | CHO parental Ca | M1 antag | M1 PAM parental
CC(C)(C)NC(=O)C1CCN(C(=O)c2ccco2)CC1 | -0.2 | -3 | 1 | 4 | -8 | 3 | -7 | -11 | -10
O=C(COC(=O)c1cc(-c2cccs2)nc2ccccc12)NCc1ccco1 | 1.6 | -3 | 7 | 4 | 2 | 21 | -12 | -3 | 13
Cc1ccc(S(=O)(=O)Cc2ccc(C(=O)NC3CCCCCC3)o2)cc1 | 3.1 | -3 | 0 | 7 | -16 | -46 | -26 | -16 | 1
CCOc1ccccc1/C=N/Nc1cc(C)nc2ccc(C)cc12 | 0.4 | -5 | 2 | 14 | -9 | -19 | -6 | -18 | 23
O=C(Cc1c(F)cccc1Cl)Nc1ccc(S(=O)(=O)NCC2CCCO2)cc1 (stereo not given) | 0.8 | -2 | 11 | 8 | -4 | 20 | -21 | -4 | 13
COC(=O)[C@]1(C)N[C@H](CN(C)C(=O)c2ccc(F)cc2)[C@@H]2C(=O)N(C)C(=O)[C@@H]21 | -0.5 | 3 | 2 | 22 | 7 | -2 | 5 | -20 | -8
CCCOc1ccc(F)cc1-c1cc(C(=O)NCCOC)[nH]n1 | 0.3 | -2 | -1 | 8 | 3 | 3 | · | -11 | 22
CC[n+]1c(/C=C(\C)Nc2ccccc2)sc2ccccc21 | -0.2 | -5 | 3 | -3 | 0 | -4 | -14 | 2 | 13
CC(C)C[C@@H](CN)NC(=O)c1nc[nH]c1C(=O)N[C@@H](C)C(=O)CNC[C@H](C)NC(=O)c1nc[nH]c1C(=O)N[C@@H](C)C(=O)O | 0.6 | -1 | 0 | 0 | -9 | 4 | · | -5 | 16
Cc1ccc2nc(NCC(=O)NN)nc(-c3ccccc3)c2c1 | 5.6 | -3 | -1 | 8 | 2 | -30 | -27 | -10 | 1
COc1cccc2sc3cc(NCCCN4CCOCC4)ccc3c(=O)c12 | 1.6 | -2 | 7 | -3 | -9 | 10 | -13 | 7 | 16
Cn1c(S(=O)(=O)c2ccc([N+](=O)[O-])cc2)nc(Br)c1Br | -0.2 | -5 | 1 | 6 | -1 | -7 | -18 | -6 | -21
COc1ccc(CC(=O)N(C)CC(=O)Nc2ccccc2C(F)(F)F)cc1S(=O)(=O)N1CCOCC1 | 1.4 | -3 | · | 4 | -8 | · | 1 | -5 | 6
CCOC(=O)C1CCN(C(=O)Nc2cccc(OC)c2)CC1 | 0.2 | -1 | 1 | 3 | 2 | -6 | -6 | -1 | 0
COc1cc(OC)cc(N(C(=O)CNC(=O)c2cccs2)C(C(=O)NCC2CCCO2)c2ccc(OC)c(OC)c2)c1 (stereo not given) | 1.8 | -4 | 3 | 14 | -12 | 12 | 0 | -8 | 23
CCCNC(=O)C1(O)c2cc(Br)ccc2NC(=O)N1c1ccc(Cl)cc1 (stereo not given) | 0.7 | 0 | 4 | 15 | -10 | -12 | -13 | -24 | -3
Oc1cccc2ccc[n+](CC(O)Cn3c4ccccc4c4ccccc43)c12 (stereo not given) | 0.7 | -8 | 2 | 5 | -5 | 4 | -17 | -5 | 17
O=C(COc1ccccc1)NN1C(=O)CSC1=S | 0.8 | -6 | 6 | 11 | -3 | 10 | -5 | -5 | 6
Clc1ccc(CSc2nnc(CNc3cccc(Cl)c3)o2)cc1 | 0.0 | -4 | 1 | -2 | -13 | 18 | -2 | -3 | 16
COc1ccccc1-c1cc(C(=O)N2CCN(c3ccc(F)cc3)CC2)no1 | 0.3 | -8 | -2 | 3 | -22 | -3 | -22 | -5 | 25

Screening results as filed in PubChem.

Compounds as they come; any-hit rate near 4.4%.
